Dyrk1A ADPGlo – Dyrk1A (rat) kinase inhibition. Q63470. inhibition, % at 12.5 µM. AID 504441. ADP-Glo luminescence, NFATc1 peptide. 310,000 compounds, 0.43% hits; in the data active = inhibition above about 50%;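 also: plate controls were vehicle with enzyme for no effect and no enzyme for full effect; many of its hits are not listed in these tables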
ANO1 block – inhibitors of mouse TMEM16A calcium-activated chloride channel; AID 588511; normalized B-score (activity score, 25-100; higher = stronger inhibition) at 10 µM; Q8BHY3; HEK293 TMEM16A/YFP iodide influx fluorescence, ionomycin; 310,000 compounds, 1.2% hits;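 active = ratio plate-corrected score three or more library SD toward inhibition, starting fluorescence score within five deviations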;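 also: score derived from kinetic fluorescence span divided by baseline fluorescence per well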
Target sequence (Q8BHY3 whole entry, looked up): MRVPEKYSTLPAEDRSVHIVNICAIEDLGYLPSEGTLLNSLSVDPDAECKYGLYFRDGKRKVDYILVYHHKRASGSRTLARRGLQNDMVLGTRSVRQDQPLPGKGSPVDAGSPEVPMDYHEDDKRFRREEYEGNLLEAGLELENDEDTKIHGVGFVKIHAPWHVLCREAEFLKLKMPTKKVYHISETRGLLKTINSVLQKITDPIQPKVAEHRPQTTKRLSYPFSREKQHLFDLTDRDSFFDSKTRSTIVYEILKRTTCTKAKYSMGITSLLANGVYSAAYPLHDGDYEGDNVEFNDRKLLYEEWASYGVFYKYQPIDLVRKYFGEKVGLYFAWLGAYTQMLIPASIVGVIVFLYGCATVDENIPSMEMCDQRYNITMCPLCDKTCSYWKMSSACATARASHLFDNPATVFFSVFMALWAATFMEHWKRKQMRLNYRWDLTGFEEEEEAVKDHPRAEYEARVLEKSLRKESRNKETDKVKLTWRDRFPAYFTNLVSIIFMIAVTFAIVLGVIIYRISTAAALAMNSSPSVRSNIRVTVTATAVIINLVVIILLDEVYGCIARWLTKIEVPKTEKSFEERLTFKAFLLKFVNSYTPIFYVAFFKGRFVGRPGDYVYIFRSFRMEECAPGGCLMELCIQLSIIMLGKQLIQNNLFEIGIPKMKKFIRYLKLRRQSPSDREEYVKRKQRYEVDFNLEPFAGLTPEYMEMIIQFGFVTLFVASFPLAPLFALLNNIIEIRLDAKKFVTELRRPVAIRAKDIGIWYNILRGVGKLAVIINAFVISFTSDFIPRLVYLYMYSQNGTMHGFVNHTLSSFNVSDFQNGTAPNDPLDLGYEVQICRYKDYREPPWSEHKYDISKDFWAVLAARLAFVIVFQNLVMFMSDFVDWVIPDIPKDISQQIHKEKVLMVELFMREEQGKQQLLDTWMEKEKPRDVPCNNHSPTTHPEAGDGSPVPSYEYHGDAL
KCNQ1 act – potentiates or activates the human KCNQ1 potassium channel | P51787 | CHO-K1 KCNQ1, thallium flux FluxOR fluorescence; hits give high values | B-score at 10 µM | 310,000 compounds, 0.35% hits | AID 2648;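 active = fluorescence ratio B-score, a plate-corrected score, at least three library SD, with initial intensity B-score within 5 SD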
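Material: CHO-K1 cells stably expressing KCNQ1. Medium: assay buffer for compound exposure, DMSO matched across wells. Reagent: K+/Tl+ depolarizing stimulus. Compound dosing: single-concentration screen. Times: 37 °C overnight plating, 90-min dark dye load, 20-min compound pretreatment. Technique: FluxOR Tl+ flux fluorescence.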
ANO1 activ – activates or potentiates the mouse TMEM16A chloride channel; 340,000 compounds, 0.3% hits; B-score at 10 µM; AID 623877; HEK293 TMEM16A/YFP-H148Q/I152L, iodide quench fluorescence; hits give low values; Q8BHY3;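 active = fluorescence-ratio B-score plate-corrected deviation score at least 3 library SD below zero, with starting fluorescence score within 5 deviations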;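 also: channel opened by trigger with iodide after compound preincubation; score built on the fluorescence ratio of max minus min over baseline; more negative score means more quench and so TMEM16A activation or potentiation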
KCNK9 block – inhibitors of human KCNK9 two-pore domain potassium channel. Q9NPC2. HEK293 KCNK9, FluxOR thallium flux fluorescence; hits give low values. B-score at 10 µM. 310,000 compounds, 1.2% hits. AID 488922;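 active = ratio B-score over 3 SD below the library mean, with starting fluorescence within 5 SD of its mean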;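 also: negative B-score means less thallium flux so channel inhibition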
HDAC3 inh – inhibitors of human histone deacetylase 3. O15379. AID 2718. recombinant HDAC3, fluorogenic peptide/trypsin coupled, fluorescence. 320,000 compounds, 0.15% hits. inhibition, % at 8.3 µM; in the data active = inhibition above about 26%, passing the limit was not always enough; inconclusive = no clear call, values can overlap the other calls
TRPC4 PAM – TRPC4 (mouse) allosteric potentiation; B-score at 10 µM; HEK293 TRPC4beta/mu-opioid, DAMGO EC20, Fluo-4 Ca2+ flux; hits give high values; 310,000 compounds, 0.42% hits; Q9QUQ5;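 active = B-score of calcium response area above 5 SD of library B-scores, with initial fluorescence ratio within 5 SD of library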;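 also: B-score of integrated fluorescence ratio over time as area under calcium response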
KCNQ1 inh – human KCNQ1 channel inhibition; 310,000 compounds, 1.3% hits; CHO-K1 KCNQ1, FluxOR thallium flux fluorescence; hits give high values; B-score at 10 µM; AID 2642;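 active = compounds whose thallium flux B-score, printed positive for inhibition, exceeds three library SD while starting fluorescence stays within three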;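 also: channel opened by potassium depolarization with thallium stimulus after 20 min compound exposure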
hERG rescue – hERG (human) protection from proarrhythmic block. Q12809. CHO-hERG, FluxOR thallium flux, dofetilide IC70 present. activation (rescue from dofetilide block), less the hit threshold, % at 10 µM. 310,000 compounds, 0.51% hits. AID 1511;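 active = activation above the mean of controls blocked by dofetilide plus 5 SD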;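 also: thallium influx through hERG after potassium depolarization seen as dye fluorescence rise; in these data hits start at about 4.7%; inactives centre near -7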
TRPC4 agonist – opens the mouse TRPC4 cation channel. B-score at 10 µM. 310,000 compounds, 0.49% hits. HEK293 TRPC4beta/mu-opioid, Fluo4 calcium fluorescence; hits give high values. Q9QUQ5;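 active = B-score above 5 SD of library B-scores, and initial fluorescence ratio not above library mean plus 5 SD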;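 also: positive B-score marks a calcium rise read as TRPC4 activation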
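System: HEK293 cells stably co-expressing mouse TRPC4beta and mu-opioid receptor; Schedule: Fluo4 dye loading 45 min at room temperature, 110 s recording; Detection: Fluo4 fluorescence, kinetic; Evaluation: B-scored integrated calcium fluorescence ratio; Controls: buffer (low) and maximal DAMGO (high).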
KCNK3 inh – human KCNK3 channel inhibition, primary screen. O14649. CHO-KCNK3 thallium flux, FluxOR fluorescence; hits give low values. B-score at 10 µM. 340,000 compounds, 0.84% hits;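 active = B-score under library mean minus 4 SD, starting fluorescence ratio at most library mean plus 5 SD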;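 also: more negative B-score means stronger inhibition of thallium flux through KCNK3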
* marks the source's active call; other numbers are inactive results; i = inactive; u = inconclusive; x = not tested or not shown; & = joins results of further samples. A portion of the library; rates above refer to the full screens.

SMILES | Dyrk1A ADPGlo | ANO1 block | KCNQ1 act | ANO1 activ | KCNK9 block | HDAC3 inh | TRPC4 PAM | KCNQ1 inh | hERG rescue | TRPC4 agonist | KCNK3 inh
Cc1cc(C)c2c(-c3ccc(F)cc3)c(C#N)c(=O)n(C)c2n1 | -1 | i | i | i | i | 0 | i | i | -4 | i | i
O=C(c1cc(-c2ccc(Br)cc2)nc2ccccc12)N1CCC1 | 4 | i | i | i | i | -1 | i | i | -27 | i | i
O=C(CCCC(=O)c1ccc(F)cc1)c1ccc(F)cc1 | -3 | i | i | i | i | 1 | i | i | -9 | i | i
Cc1cccc(N=Nc2c(N)n[nH]c2N)c1 | -4 | i | i | i | i | 10 | i | i | -3 | i | i
Cc1csc(SCC(=O)NC(=O)c2ccccc2)n1 | 4 | i | i | i | i | -2 | i | i | -16 | i | i
CCOc1ccccc1NC(=S)NCc1cccn1C | -6 | i | i | i | i | -1 | i | i | -8 | i | i
COC(=O)c1c(NC(=O)CSc2nc3ccccc3c(=O)n2Cc2ccco2)sc(C)c1C | -8 | i | i | i | i | 2 | i | i | 1 | i | i
Cc1nc2c(o1)CCc1ccccc1C2O (stereo not given) | 0 | i | i | i | i | -1 | i | i | -8 | i | i
O=C(CSc1ccccn1)Nc1nc2ccccc2s1 | 2 | i | i | i | i | 0 | i | i | -8 | i | i
Cc1cccc(NC(=O)c2cnc3sccn3c2=O)c1C | x | x | i | x | i | x | i | i | -2 | i | x
Cc1cc(-c2n[nH]c(=S)n2/N=C/c2ccc(Br)s2)n[nH]1 | 21 | i | i | i | i | u | i | i | -8 | i | i
CN1CCN(C(=O)C2=C[C@H](c3ccccc3)C[C@H](OCc3ccc(CO)cc3)O2)CC1 | -2 | i | i | i | i | u | i | i | -13 | i | i
CSc1nc(NC(C)(C)C)nc(Oc2ccc(=O)[nH]n2)n1 | -1 | i | i | i | i | 4 | i | i | -9 | i | i
Cc1n[nH]c(=O)c2c(NC(=O)COC(=O)/C=C/c3cccc(C(F)(F)F)c3)oc(C)c12 | 4 | i | i | i | i | 4 | i | i | -22 | i | i
CCOc1c(C)cc(-c2ncccc2O)cc1C | 24&-5 | i | i | i | i | -4&-6 | i | i | -15&-11 | i | i
CCC(=O)c1ccccc1OCCCn1cncn1 | -2 | i | i | i | i | -1 | i | i | -7 | i | i
COC(=O)c1ccc(C)c(NC(=O)C(CCSC)NC(=O)c2cc(OC)c(OC)c(OC)c2)c1 (stereo not given) | 2 | i | i | i | i | 10 | i | i | -9 | i | i
COCCCn1c(SCC(=O)N2CCc3ccccc32)nnc1-c1ccco1 | 0 | i | i | i | i | 7 | i | i | -7 | i | i
CN(C)C(=O)NC1CCCCCCCCCCC1 | 8 | i | i | i | i | -1 | i | i | -3 | i | i
CCOc1ccc(NC(=O)CSc2nnc(CNC(=O)c3ccco3)o2)cc1 | 0 | i | i | i | i | 2 | i | i | -9 | i | i
COc1ccccc1NC(=O)CSc1nc(O)cc(=O)n1-c1ccccc1OC | -6 | i | i | i | i | 3 | i | i | -9 | i | i
COc1ccc(N/N=C(/C#N)S(=O)(=O)C(C)(C)C)cc1 | 2 | i | i | i | i | 0 | i | i | -8 | i | i
Cc1cccc(OCCSc2nncn2C)c1 | x | i | i | i | i | -1 | i | i | 9.8* | i | i
COc1ccccc1NS(=O)(=O)c1cc(NC(=O)Nc2ccc(Cl)cc2Cl)ccc1N1CCCCC1 | -5 | i | i | i | i | 6 | i | i | -2 | i | i
C=CCOc1c(Br)cc(CNc2ccc(NC(=O)C(C)C)c(OC)c2)cc1OC | 8 | i | i | i | i | 11 | i | i | -7 | i | i
Going on with the list.
SMILES | Dyrk1A ADPGlo | ANO1 block | KCNQ1 act | ANO1 activ | KCNK9 block | HDAC3 inh | TRPC4 PAM | KCNQ1 inh | hERG rescue | TRPC4 agonist | KCNK3 inh
CCCn1c(SCC(=O)NCCc2ccccc2)nnc1C(C)C | 3 | i | i | i | i | -1 | i | i | -10 | i | i
COCCCNC(=O)COc1ccc2oc3c(c2c1)CCCC3 | -1 | i | i | i | i | 2 | i | i | -8 | i | i
CC(C)Oc1ccc(CCNC(=O)C2CCC(=O)N(C3CCCCCC3)C2)cc1 (stereo not given) | -3 | i | i | i | i | 10 | i | i | -6 | i | i
O=C(CSc1ccccn1)Nc1nc2c(ccc3ccccc32)s1 | 9 | i | i | i | i | -2 | i | i | -19 | i | i
CCOc1ccc(Cl)cc1CSc1n[nH]c(CC)n1 | -12 | i | i | i | i | 1 | i | i | -9 | i | i
CCC(=O)Nc1ccc(C(=O)NNC(=O)c2cccc(C)c2)cc1 | -2 | i | i | i | i | 1 | i | i | -2 | i | i
O=C(CCN1C(=O)/C(=C/c2ccc3c(c2)OCO3)SC1=S)Nc1ccccc1 | -2 | i | i | i | i | 1 | i | i | -8 | i | i
Cc1ccc(OCC(=O)NC2CCCCCC2)cc1C | -2 | i | i | i | i | 4 | i | i | -13 | i | i
O=C(Oc1ccc(N(Cc2cccs2)C2=NS(=O)(=O)c3ccccc32)cc1)c1ccccc1 | -1 | i | i | i | i | 69* | i | i | -20 | i | i
O=C(NCC1(c2ccccc2)CCCC1)C(=O)N1CCOCC1 | 2 | i | i | i | i | -2 | i | i | -7 | i | i
CCOC(=O)C1=C(Cn2cnc3ccccc32)NC(=O)NC1c1ccc(OC)cc1 (stereo not given) | -7 | i | i | i | i | x | i | i | -10 | i | i
O=C1c2cnc3ncnn3c2CC2c3ccccc3CCN12 (stereo not given) | 1 | i | i | i | i | -6 | i | i | -10 | i | i
CCN(CC)c1ccc(-n2c(C)c(C(C)=O)c(C(C)=O)c2C)cc1 | -1 | i | i | i | i | 5 | i | i | -10 | i | i
COc1cc(NC(=O)[C@@H](NC(=O)c2ccco2)C(C)C)c(OC)cc1NC(=O)c1ccccc1 | x | i | i | i | i | 6 | i | i | -4 | i | i
COc1ccc(N/N=C(\C#N)C(=N)SCc2ccccc2)cc1 | 1 | x | i | i | i | x | i | i | -17 | i | i
O=C(CN1C(=O)c2ccccc2S1(=O)=O)Nc1ncccn1 | -2 | i | i | i | i | -1 | i | i | -2 | i | i
O=C(NCCc1ccccc1)C(=O)NCC1OCCCN1S(=O)(=O)c1ccc(F)cc1 (stereo not given) | -7 | i | i | i | i | 5 | i | i | -10 | i | i
CCCC[C@@H]1CNC(=S)N1CCCc1cc(OC)c(OC)c(OC)c1 | 50 | i | i | i | i | -6 | i | i | -1 | i | i
CN(NC1OC(=O)c2ccccc21)c1c([N+](=O)[O-])cc(C(F)(F)F)cc1[N+](=O)[O-] (stereo not given) | 7 | i | i | i | i | 3 | i | i | -7 | i | i
CNC(=O)c1c(Cl)cnn1-c1ccc(F)cc1 | -2 | i | i | i | i | -6 | i | i | -4 | i | i
CCCCC[n+]1ccn(C2=C([O-])c3ccccc3C(=O)/C2=N\S(=O)(=O)c2ccc(Cl)cc2)c1 | x | i | i | i | i | -2 | i | i | -7 | i | i
Cc1ccc(Cl)cc1NC(=O)COC(=O)c1ccc(N2CCCC2)c([N+](=O)[O-])c1 | x | i | i | x | i | 5 | i | i | -8 | i | x
COc1cc(/C=C2/C(=O)NN(c3cccc(C)c3)C2=O)ccc1OC(=O)c1ccco1 | -1 | i | i | i | i | 12 | 22* | i | -5 | i | i
CCOC(=O)CC1C(=O)NCCN1C(=O)c1cc2c(=O)n3ccccc3nc2s1 (stereo not given) | x | i | i | x | i | -92 | i | i | -6 | i | x
Nc1ccn(Cc2ccc(F)cc2)n1 | 2 | i | i | i | i | x | i | i | -6 | i | i
Next part
SMILES | Dyrk1A ADPGlo | ANO1 block | KCNQ1 act | ANO1 activ | KCNK9 block | HDAC3 inh | TRPC4 PAM | KCNQ1 inh | hERG rescue | TRPC4 agonist | KCNK3 inh
COc1ccc(CCNC(=O)COC(=O)C23CC4CC(CC(C4)C2)C3)cc1 | -1 | i | i | i | i | 7 | i | i | -12 | i | i
CC1CCN(Cc2cc(=O)oc3cc(O)c(Cl)cc23)CC1 | -1 | i | i | i | i | -61 | i | i | -6 | i | i
O=C(C1=C(O)C(=O)N(c2ncccn2)C1c1cccc(Cl)c1)c1ccco1 (stereo not given) | -2 | i | i | i | i | 4 | i | i | -11 | i | i
CCOC(=O)N=Nc1c(O)n(C)c2ccccc12 | -2 | i | i | i | i | 4 | i | i | -3 | i | i
CCCCCCOC(=O)Sc1nc2ccccc2o1 | -9 | i | i | i | i | 3 | i | i | -9 | i | i
O=[N+]([O-])c1ccc(NC(=S)N2CCCC2)cc1 | x | i | i | i | i | -1 | i | i | -2 | i | i
N=c1sccn1CC(=O)Nc1ccc(S(=O)(=O)N2CCOCC2)cc1 | 3 | i | i | i | i | 0 | i | i | -14 | i | i
Cc1cc(C)c(SCCc2ccncc2)c(C)c1 | x | i | i | i | i | 2 | i | i | -4 | i | i
COCCNC(=O)Cn1ccc2cc(S(=O)(=O)N3CCCCC3)ccc21 | -3 | i | i | i | i | -5 | i | i | -4 | i | i
CCCNC(=O)CN(c1ccc(F)c(Cl)c1)S(C)(=O)=O | 6 | i | i | i | i | -5 | i | i | -10 | i | i
O=C(COC(=O)C1C2CC3OC(=O)C1C3C2)Nc1ccc(F)cc1 (stereo not given) | 14 | i | i | i | i | -4 | i | i | -6 | i | i
C=CCn1c(O)c(N=Nc2nc3ccccc3c(=O)n2-c2ccccc2)c2ccccc21 | -1 | i | i | i | i | 2 | i | i | -7 | i | i
O=C1CCC(C(=O)N2CCCCO2)CN1CCc1ccccc1 (stereo not given) | 1 | i | i | i | i | -3 | i | i | -3 | i | i
O=C(O)CCSc1nnc(-c2ccccc2)n1-c1ccccc1 | 0 | i | i | i | i | 1 | i | i | -14 | i | i
S=C(Nc1ccccc1)Nc1ccc(Cl)cc1Cl | 4 | i | i | i | i | -1 | i | i | -8 | i | i
CCOC(=O)C1CCN(S(=O)(=O)c2ccccc2)CC1 | -1 | i | i | i | i | -5 | i | i | -2 | i | i
COC(=O)/C=C(\C)NC(=O)c1cccs1 | 1 | i | i | i | i | 4 | i | i | -3 | i | i

Pulled one by one from above, 2 records:
SMILES | Dyrk1A ADPGlo | ANO1 block | KCNQ1 act | ANO1 activ | KCNK9 block | HDAC3 inh | TRPC4 PAM | KCNQ1 inh | hERG rescue | TRPC4 agonist | KCNK3 inh
N=c1sccn1CC(=O)Nc1ccc(S(=O)(=O)N2CCOCC2)cc1 | 3 | i | i | i | i | 0 | i | i | -14 | i | i
CCOC(=O)C1CCN(S(=O)(=O)c2ccccc2)CC1 | -1 | i | i | i | i | -5 | i | i | -2 | i | i

Screens from PubChem.
